# High-throughput results as filed in PubChem.
# ALOX15B inhib – blocks human 15-lipoxygenase 2 activity; 110,000 tested, 0.56% active; purified 15hLO-2, xylenol orange hydroperoxide absorbance; AID 881; Potency, µM (series often up to 57.1 µM), inactives show at the top dose activity change, negative = inhibition, actives largely listed as inhibitors; note: potency is the fitted concentration of half-maximal effect; nearly all actives have a fitted effect of over 60% in size; many of its hits are not listed in these tables
#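 Read-out: hydroperoxide product oxidises ferrous iron, measured as xylenol orange complex via the 573-to-405 nm absorbance ratio after 30 min. Reaction: 50 nM enzyme, 15 min compound preincubation, 45 uM arachidonic acid, 90 min RT, Hepes pH 7.5 with Triton X-100.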
# IMPase cell inh – IMPase inhibition in cells | 120,000 tested, under 10 active | inhibition (IP1 accumulation), % at 46.1 µM | P97697 | CHO-M1 cells, IP1 accumulation, HTRF TR-FRET ratio; active = well fitted curve in the direction sought with a large enough effect in the signal ratio, not every such curve was filed as active; inconclusive = small, poorly fitted or top-dose-only effect, or a change in a side signal; inactive = no such curve, though single readings can be large or run the other way; the % refers to the signal ratio;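 note: cells stimulated with carbachol in lithium chloride buffer; plate controls were DMSO basal wells for no effect and reference inhibitor wells for full effect; higher means more IMPase inhibition seen as more IP1 and lower FRET ratio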
# Target sequence (P97697 whole entry, looked up): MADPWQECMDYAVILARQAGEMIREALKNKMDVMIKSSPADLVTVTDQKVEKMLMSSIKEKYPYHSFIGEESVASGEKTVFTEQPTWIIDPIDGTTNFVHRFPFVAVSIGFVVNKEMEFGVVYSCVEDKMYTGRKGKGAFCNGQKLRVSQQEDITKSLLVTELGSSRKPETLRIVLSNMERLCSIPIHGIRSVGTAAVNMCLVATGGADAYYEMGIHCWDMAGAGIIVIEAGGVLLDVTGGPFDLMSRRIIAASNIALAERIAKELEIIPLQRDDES
#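 CHO-M1 cells (CHO stably expressing M1 receptor), compound up to 46 uM final, stimulated with carbachol (50 uM as added) in buffer with 50mM LiCl, pH 7.4, 30 min at 37C. Cytosolic IP1 read by TR-FRET; AC50 from Hill fits.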
# 12-hLO inh – inhibitors of human 12-lipoxygenase (ALOX12) | P18054 | purified 12-hLO, xylenol orange hydroperoxide absorbance | Potency, µM (titrated, usually from 57.1 µM), inactives show at the top dose activity change, negative = inhibition, usual class: inhibitors | 150,000 tested, 0.12% active | AID 1452; note: potency is the fitted concentration of half-maximal effect; nearly all actives have a fitted effect of over 55% in size; many of its hits are not listed in these tables
# Target sequence (P18054 whole entry, looked up): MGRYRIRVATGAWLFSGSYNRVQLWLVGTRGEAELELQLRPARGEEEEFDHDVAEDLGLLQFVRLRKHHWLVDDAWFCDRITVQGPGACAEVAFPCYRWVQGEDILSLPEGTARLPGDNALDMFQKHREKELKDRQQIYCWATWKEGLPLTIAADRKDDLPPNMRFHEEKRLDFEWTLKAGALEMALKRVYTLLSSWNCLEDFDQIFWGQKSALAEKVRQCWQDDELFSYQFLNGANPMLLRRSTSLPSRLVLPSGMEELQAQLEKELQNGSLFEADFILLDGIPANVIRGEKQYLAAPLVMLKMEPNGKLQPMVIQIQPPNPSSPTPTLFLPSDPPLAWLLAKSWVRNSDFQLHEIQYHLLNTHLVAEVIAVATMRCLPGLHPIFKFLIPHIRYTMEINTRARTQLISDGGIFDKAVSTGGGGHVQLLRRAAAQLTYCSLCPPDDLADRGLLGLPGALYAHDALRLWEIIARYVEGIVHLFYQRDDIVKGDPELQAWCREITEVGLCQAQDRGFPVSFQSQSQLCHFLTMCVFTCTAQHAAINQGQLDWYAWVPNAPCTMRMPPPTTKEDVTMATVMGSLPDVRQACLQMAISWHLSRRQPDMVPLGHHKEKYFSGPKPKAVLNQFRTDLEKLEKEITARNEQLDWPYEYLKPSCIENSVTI
#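 Xylenol orange chromogenic assay: hydroperoxide from 12hLO oxidises Fe(II), giving red-shifted Fe(III)-XO absorbance. Conditions: 150 nM enzyme, 40 uM arachidonic acid, 25 mM Hepes pH 7.0, 0.01% Triton X-100, 30 min, room temperature.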
# PNC inhibitor – perinucleolar compartment assembly inhibition | PC3M PTB-GFP, PNC prevalence imaging, 16 h; hits give low values | activity change (PNC), negative = inhibition, % at 10 µM | 140,000 tested, 3.1% active | AID 2417;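 active = readout at or below -70, meaning at least 70% loss of cells showing the perinucleolar compartment, a nuclear body marking cancer cells; inconclusive = readout between -30 and a set limit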;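 note: plate controls were DMSO wells for no effect and camptothecin positive control wells for full effect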
#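 PC3M cells stably expressing PTB-GFP, 750–1000 cells/well, treated 16 h at 37 °C with compound (23 nl of library stock), in duplicate. After paraformaldehyde fixation and Hoechst stain, imaged at 20x; PNC prevalence scored by image analysis.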
# An asterisk follows results filed as active; u = inconclusive; x = no result given; [ ] = dose if it differs, or a comment. Unless noted, calls come from the whole dose curve; as a rule, active = well fitted curve in the direction sought with a large enough effect; inconclusive = small, poorly fitted or top-dose-only effect, or another doubt; inactive = no such curve, though single readings can be large; an effect the other way counts as inactive or inconclusive. Unless noted, % is set by controls: 0 for no effect and ±100 for the full control effect. The list is partial. The share of hits here may be higher or lower than overall.
# Second line of a record – IMPase cell inh, 12-hLO inh, ALOX15B inhib, PNC inhibitor
Cc1ccc(C2C(C#N)C(C#N)N3CCCN23)cc1 (stereo not drawn)
  0, -13%, -2%, 8
O=C(COC(=O)c1cccc([N+](=O)[O-])c1)c1ccc(OCc2ccccc2)cc1
  x, -2%, x, -116*
Cc1ccc(Oc2ccc(/C=N/O)cn2)cc1
  1, 2%, x, -25
Cn1c(=O)n(CCOc2ccc(Cl)cc2Cl)c2ccccc21
  -4, 4%, 0%, -13
COc1ccc(N2C(=O)C3CCCN3C2c2cc(OC)c(OC)c(OC)c2)cc1 (stereo not drawn)
  5, -12%, -1%, u
O=[N+]([O-])c1cc(S(=O)(=O)Nc2ccccc2)ccc1N1CCN(c2ccccc2)CC1
  13, -2%, x, -6
O=C(O)c1ccccc1Nc1ccccc1C(=O)O
  1, 5%, -4%, u
OCCNc1nc(NCCC2=CCCCC2)nc(N2CCOCC2)n1
  -14, -1%, 28%, -9
CC1=C(C(=O)OCC2CCCO2)C(c2ccncc2)C2=C(CC(C)(C)CC2=O)N1 (stereo not drawn)
  -9, -4%, -6%, u
COc1cccc(/C(O)=C/c2nc3ccc(C(=O)NCCc4ccc(Cl)cc4)cc3[nH]c2=O)c1
  -6, -3%, x, 51
COc1cccc(CNC(=O)c2cccc(Br)c2)c1
  x, -1%, x, 33
CCOC(=O)Nc1ccc(C(N)=O)cc1
  10, -5%, 0%, -21
Cc1ccc(S(=O)(=O)/N=C(\c2ccccc2)N(C)S(=O)(=O)c2ccccc2)cc1
  x, 2%, x, -12
O=C(O)c1ccc(CS(=O)c2cccc(C(F)(F)F)c2)o1 (stereo not drawn)
  10, -1%, 6%, -26
COc1ccccc1/C=C1\NC(=S)N(CC2CCCO2)C1=O (stereo not drawn)
  10, -29%, u, -18
CC(C)C(=O)NCCc1nc2ccccc2n1CCOc1ccccc1
  5, 5%, x, -2
CC(C)C(NC(=O)OCc1ccccc1)C(=O)O (stereo not drawn)
  -1, 3%, -1%, u
COc1ccc(NC(=O)C2CCCN(S(=O)(=O)c3ccc(C)cc3)C2)cc1OC (stereo not drawn)
  -1, -12%, x, u
Cc1ccc(N(C)C(=O)N2CCN(c3ccccn3)CC2)cc1
  0, 0%, -3%, u
c1ccc(N=P(c2nc3ccccc3o2)(N2CCOCC2)N2CCOCC2)cc1
  4, 5%, 1%, u
N#Cc1ccccc1CSc1nc2ccsc2c(=O)n1Cc1ccccn1
  x, 2%, x, u
CCOC(=O)c1c(C)[nH]c(C)c1C(=O)COC(=O)c1c(OC)cccc1OC
  x, -2%, x, -6
Cc1c(NC(=O)c2cc(CC(C)C)on2)c(=O)n(-c2ccccc2)n1C
  10, 0%, 6%, 1
COc1cc(NC(=O)CN2C(=O)c3ccccc3C2=O)c(C(=O)O)cc1OC
  8, -1%, -1%, 23
Cc1nn(CC(=O)NCc2cccc3ccccc23)c(=O)c2ccccc12
  -3, -1%, -9%, 12
O=C(NC1=NCCS1)c1ccncc1
  -10, 2%, 3%, 3
CC(C)(C)NC(=O)COC(=O)CNC(=O)c1cc(Cl)cc([N+](=O)[O-])c1
  5, 1%, x, u
COc1ccc(C(=O)CC(Nc2ccc([N+](=O)[O-])cc2)c2ccc(Cl)cc2)cc1 (stereo not drawn)
  7, -8%, -10%, u
CCc1cccc(OCCCN2C(=O)NC(C)(C)C2=O)c1
  4, 7%, 0%, 22
Cc1cc(C(=O)N/N=C/C=C/c2ccccc2)c(C)o1
  x, 2%, x, 55
NNC1=N[C@H]2CS(=O)(=O)C[C@H]2S1
  -5, -4%, x, -13
CCCOc1ccc(C(=O)NC(=S)Nc2nc3ccccc3s2)cc1
  0, -11%, -7%, 9
CCN(c1ccccc1)S(=O)(=O)c1cc(C(=O)Nc2ccccc2Cl)ccc1F
  10, -6%, x, u
O=C1NCCCC1C(=O)NCCNC(=O)C(F)(F)F (stereo not drawn)
  -6, 3%, -8%, 42
O=C(c1cccs1)n1nc(-c2ccc(Cl)cc2)nc1NCc1ccco1
  3, -2%, 2%, 44
Cn1c(=O)c2c(nc(N3CCCCCC3)n2CC(=O)c2ccc(Br)cc2)n(C)c1=O
  5, -2%, -3%, 8
Nc1ncnc2c1[nH]c(=O)n2C1OC(CO)C(O)C1O (stereo not drawn)
  x, -3%, 1%, x
O=c1sc(Nc2ccccc2)nc2ccsc12
  1, -16%, -6%, 28
O=C(NCc1ccncc1)Nc1ccccc1Cl
  -1, -2%, -1%, 7
COC(=O)C1CCN(C(=O)COC(=O)Cc2c[nH]c3ccccc23)CC1
  4, -5%, -7%, -13
O=C(Nc1ccccc1)N(Cc1cccs1)C1CCCC1
  26, 8%, -7%, u
CC(C(=O)c1ccc(-c2ccccc2)cc1)[n+]1ccccc1 (stereo not drawn)
  5, -7%, -1%, 19
Fc1cccc(Cl)c1CSc1nnc(CN2CCOCC2)n1-c1ccccc1
  -8, -2%, -1%, 21
COc1ccc2[nH]c(=O)c(CNc3ccccc3)cc2c1
  -26, u, 27%, u
CCCCCCCCS(=O)C1CCS(=O)(=O)C1 (stereo not drawn)
  u, -3%, u, u
COC(=O)c1cn(NC(=O)C2CCC(C(C)(C)C)CC2)c(=O)c2ccccc12 (stereo not drawn)
  3, 2%, 1%, 42
C=CCn1c(SCc2csc(C)n2)nc2sc3c(c2c1=O)CCC(C)C3 (stereo not drawn)
  -4, 0%, x, -9
CCOc1cc(S(=O)(=O)N2CC=C(c3ccc(F)cc3)CC2)c(OCC)cc1-n1cnnn1
  3, -3%, -1%, -17
CC(C)OC(=O)CN1C(=O)C(=O)c2ccccc21
  0, 6%, x, u
COc1cccc(OCCNc2cc(Cl)ccc2[N+](=O)[O-])c1
  6, 1%, 6%, -13

# Next section.
# Second line of a record – IMPase cell inh, 12-hLO inh, ALOX15B inhib, PNC inhibitor
O=C(Cn1cncn1)NCc1cccc2ccccc12
  1, -6%, -1%, 21
CC1=C(C(=O)N2CCOCC2)C(c2ccccc2F)C2=C(CCCC2=O)N1 (stereo not drawn)
  4, -1%, 3%, u
COCCN(Cc1cc2cc3c(cc2n2nnnc12)OCO3)C(=O)c1ccccc1F
  5, -3%, -2%, u
COc1ccccc1-c1c(C(F)(F)F)oc2cc(OS(C)(=O)=O)ccc2c1=O
  17, -5%, x, 23
COC(=O)c1ccc(C(NC(=O)OCc2ccccc2)/C(C)=C/[C@@H](C)C(=O)NCc2cccnc2)cc1 (stereo partly drawn)
  x, 4%, 1%, x
O=C1NCCc2c1[nH]c1c(Cl)ccc(Cl)c21
  -4, -2%, -5%, u
Cn1cccc1C(=O)N1CCC2(CCN(Cc3ccc(C#N)cc3)CC2)CC1
  x, 2%, -1%, x
C=CCn1c(COc2ccc3c(c2)CCCC3)nnc1SCC(=O)Nc1cccc(SC)c1
  3, -14%, 4%, u
CCOC(=O)C1CCN(c2nc3ccccc3nc2C(C#N)C(=O)NCCc2ccccc2)CC1 (stereo not drawn)
  2, u, 4%, 22
CCOC(=O)N1CCC(NC(=O)CCc2c(C)nc3c(c(C)nn3C(C)(C)C)c2C)CC1
  -2, 0%, 3%, 42

# 5 compounds drawn at random from the list so far, as already listed:
# Second line of a record – IMPase cell inh, 12-hLO inh, ALOX15B inhib, PNC inhibitor
CCOC(=O)N1CCC(NC(=O)CCc2c(C)nc3c(c(C)nn3C(C)(C)C)c2C)CC1
  -2, 0%, 3%, 42
C=CCn1c(COc2ccc3c(c2)CCCC3)nnc1SCC(=O)Nc1cccc(SC)c1
  3, -14%, 4%, u
COC(=O)c1ccc(C(NC(=O)OCc2ccccc2)/C(C)=C/[C@@H](C)C(=O)NCc2cccnc2)cc1 (stereo partly drawn)
  x, 4%, 1%, x
O=C(Cn1cncn1)NCc1cccc2ccccc12
  1, -6%, -1%, 21
CC1=C(C(=O)N2CCOCC2)C(c2ccccc2F)C2=C(CCCC2=O)N1 (stereo not drawn)
  4, -1%, 3%, u

# Additional compounds:
# Second line of a record – IMPase cell inh, 12-hLO inh, ALOX15B inhib, PNC inhibitor
O=C(CSc1nnc(-c2ccccc2)o1)NC1CCS(=O)(=O)C1 (stereo not drawn)
  -4, 3%, x, u
CC1CCCCN1C(=O)Cc1ccc(Cl)cc1 (stereo not drawn)
  23, -1%, 1%, 10
COc1ccccc1NC(=O)CCCc1c[nH]c2ccccc12
  x, -3%, x, -4
CCOc1ccc(Br)cc1S(=O)(=O)Nc1cccc(S(=O)(=O)N(C)C)c1
  x, 0%, x, -26
CC(C)(C)NS(=O)(=O)c1ccc(CCC(=O)Nc2ccc3c(c2)OCO3)cc1
  4, 3%, -3%, -21
CCOC(=O)c1c(C)[nH]c(C(=O)CSc2nnc(-c3cccs3)n2Cc2ccccc2)c1C
  15, 1%, -4%, -20
CCn1nc(C)c(/C=N/NC(=S)Nc2ccc(Cl)cc2Cl)c1C
  x, -4%, x, 11
O=C(Cn1c(=O)c2c(ncn2C2CCCC2)n(Cc2ccccc2)c1=O)N1CCc2ccccc21
  -5, 0%, -6%, u
COC(=O)CN(c1cccc(F)c1)S(C)(=O)=O
  -4, 5%, -13%, 11
COc1ccc2[nH]c(=O)c(CN(C(=O)c3cccnc3)c3ccc(C)cc3)cc2c1
  -2, -5%, -4%, 15
CC(C)C(=O)NC(=S)Nc1ccccc1F
  4, -2%, 4%, 29
CN1C(=O)C(CC(=O)N2CCN(C(c3ccccc3)c3ccccc3)CC2)N(C)C1=O (stereo not drawn)
  3, -1%, 10%[2.29 µM], u
O=C(NNC1=C(C(=O)C(F)(F)F)CCC1)c1ccccc1Cl
  3, -4%, 5%, 5
CCOC(=O)c1c(C)c(-c2ccccc2)n(CC(=O)N2CCN(C)CC2)c1C
  -2, 7%, 5%, -7
Cc1cc(S(=O)(=O)N(Cc2ccccn2)Cc2ccco2)ccc1-n1cnnn1
  -1, -7%, 1%, u
Cc1ccccc1Cn1c(=O)n(-c2ccccc2)c(=O)c2ccc(C(=O)NCc3ccco3)cc21
  x, -3%, x, 35
COCC(=O)N(Cc1cc2cc(OC)ccc2[nH]c1=O)c1ccc(C)cc1
  -5, -3%, -3%, 22
COC(=O)c1ccc(NC(=O)C2CC(=O)N(c3ccc(C)cc3)C2)cc1 (stereo not drawn)
  -2, 4%, x, 24
CC(=O)Nc1ccc(C(=O)Nc2cc(C(F)(F)F)ccc2-n2cnc3ccccc32)cc1
  x, -1%, x, 18
CCOc1ccc(N(CC(=O)NCC2CCCO2)C(=O)CCC(=O)Nc2ccccn2)cc1 (stereo not drawn)
  0, -4%, x, 25
C/C(N)=C(/C#N)C(=O)CSc1nnnn1-c1ccc(C)cc1
  7, -13%, -6%, u
O=C(c1cccc(S(=O)(=O)N2CCCC2)c1)N1CCN(c2ccccc2F)CC1
  16, -5%, -2%, 2
Cc1ccc(-c2csc(Cc3nc(-c4cc5ccccc5oc4=O)cs3)n2)cc1
  3, -6%, -23%, -1
O=C(CSc1nc2ccccc2s1)NNC(=S)Nc1ccc(Br)cc1
  4, -15%, 13%, 49
COc1ccccc1NS(=O)(=O)c1cc(C(=O)NCCN2CCOCC2)ccc1Cl
  -4, -4%, -5%, -20
Brc1ccc2c(c1)OCCOCCOc1cc(Br)ccc1OCCOCCOCCO2
  4, -2%, 3%, 17
COc1ccccc1N/C(N)=N/c1nc(CSc2nc3ccccc3s2)cc(=O)[nH]1
  -10, -3%, x, 24
C/C(=N\NC(=O)COc1ccc(C(C)(C)C)cc1)c1ccc(-n2ccnc2)cc1
  3, 1%, x, u
C=CCSc1nc(N(CC)CC)c2sccc2n1
  5, -4%, 11%, 42
c1ccc(Nc2nc(N3CCOCC3)c3ccccc3n2)cc1
  3, -4%, 19%, u
CC(C)OP(=O)(OC(C)C)C1(O)C(=O)Nc2ccc(Br)cc21 (stereo not drawn)
  8, 4%, -2%, 60
C/C(=C\C(=O)c1cccnc1)Nc1ccc(C)c(C)c1
  0, -2%, 22%, -20
